# Screens: PubChem, several laboratories
# Furin inhibitor: blocks human furin protease activity. P09958. purified furin, fluorogenic substrate cleavage. inhibition, % at 30 µM. hit rate 0.061% among 220,000. AID 463115; in the data active means inhibition above about 25%; further: inactives centre near -15
# Target sequence (P09958 108-714 limits assumed): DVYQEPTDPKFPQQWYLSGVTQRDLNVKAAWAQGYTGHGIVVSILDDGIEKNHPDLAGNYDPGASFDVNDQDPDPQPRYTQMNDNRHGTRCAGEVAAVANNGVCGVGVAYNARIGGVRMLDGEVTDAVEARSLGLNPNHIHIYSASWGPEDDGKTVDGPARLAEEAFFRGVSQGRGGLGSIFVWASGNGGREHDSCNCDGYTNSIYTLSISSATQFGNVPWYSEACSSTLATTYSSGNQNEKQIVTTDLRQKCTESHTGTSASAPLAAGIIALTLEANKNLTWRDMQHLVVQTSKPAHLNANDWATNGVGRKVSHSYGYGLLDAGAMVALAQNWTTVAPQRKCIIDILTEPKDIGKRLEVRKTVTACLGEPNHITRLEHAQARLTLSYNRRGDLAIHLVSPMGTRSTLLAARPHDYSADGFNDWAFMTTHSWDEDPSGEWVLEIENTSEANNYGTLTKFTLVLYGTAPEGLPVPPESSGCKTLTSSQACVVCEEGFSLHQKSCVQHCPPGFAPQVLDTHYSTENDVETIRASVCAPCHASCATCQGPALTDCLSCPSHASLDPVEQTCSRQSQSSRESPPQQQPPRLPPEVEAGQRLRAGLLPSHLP
# 14-3-3 Bad PPI: disrupts binding of bovine 14-3-3 zeta to phospho-Bad peptide; P63103; TR-FRET 14-3-3zeta/Dy647-pBad peptide displacement, 1 h; inhibition, % at 21.7 µM; hit rate 0.71% among 220,000; AID 781;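 active means inhibition above about 70%, limit read from the data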;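 further: 0% = full 14-3-3 plus peptide FRET controls and 100% = background without 14-3-3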
# KLK5 inh: blocks human kallikrein 5 protease activity; Q9Y337; recombinant hK5, fluorogenic AMC substrate cleavage; inhibition, % at 5 µM; hit rate 0.59% among 210,000;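 active means inhibition of 40% or more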;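 further: 0% = enzyme controls without compound and 100% = no-enzyme blanks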
# EBV gp42 block: EBV gp42 inhibition | AID 1085 | Fluorescence polarization binding assay, mP read-out | Q1HVG2 | inhibition, % (tested at 21.74 µM) | hit rate 0.42% among 220,000; in the data active means inhibition above about 50%
# Thrombin inh: blocks human thrombin protease activity; P00734; alpha-thrombin, Boc-VPR-AMC fluorogenic substrate cleavage; inhibition, % at 5 µM; hit rate 0.26% among 220,000; AID 1046;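 active means inhibition at or above 40%; inactive means inhibition below 40%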;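 further: 0% = enzyme with no compound and 100% = wells without enzyme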
#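 System – human alpha-thrombin · Medium – pH 7.5 Tris (50 mM) with NaCl 150 mM, Tween 20 0.05% · Compound – single-point dosing at 5 µM, 0.2% DMSO · Incubation – enzyme reaction carried out at room temperature · Technique – fluorescence of released AMC, ex 355 nm, em 460 nm · Read-out basis – % inhibition of thrombin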
# p47phox inh: p47phox (human) inhibition; p47phox/p22phox peptide binding, fluorescence polarization, 2 h; inhibition, % at 24.7 µM; hit rate 0.53% among 220,000; AID 1274;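 further: 0% = p47phox with labelled peptide and 100% = labelled peptide alone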
# KCC2 mod: modulators of human KCC2 chloride dependent transport. Q9H2X9. KCC2 cells, thallium flux FluoZin-2 fluorescence. B-score of Tl+ flux slope (higher = more flux/activation; lower = inhibition) at 10 µM. hit rate 2.2% among 190,000. AID 1456;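 active means thallium flux slope and its plate-corrected score both differing from the plate sample mean at a set confidence after two filtering rounds, in either direction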;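 further: slope of fluorescence scaled to starting intensity during 10 to 20 s after thallium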
# Rad51 HR inh: Rad51 (human) homologous recombination inhibition; hit rate 0.085% among 200,000; Q06609; inhibition, % at 10 µM; hRad51 DNA strand exchange, fluorescence dequenching; AID 1385;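 active means inhibition above 40% at the single screening dose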;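 further: 0% = DMSO control wells and 100% = blanks with heterologous ssDNA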
# Target sequence (Q06609 whole entry, looked up): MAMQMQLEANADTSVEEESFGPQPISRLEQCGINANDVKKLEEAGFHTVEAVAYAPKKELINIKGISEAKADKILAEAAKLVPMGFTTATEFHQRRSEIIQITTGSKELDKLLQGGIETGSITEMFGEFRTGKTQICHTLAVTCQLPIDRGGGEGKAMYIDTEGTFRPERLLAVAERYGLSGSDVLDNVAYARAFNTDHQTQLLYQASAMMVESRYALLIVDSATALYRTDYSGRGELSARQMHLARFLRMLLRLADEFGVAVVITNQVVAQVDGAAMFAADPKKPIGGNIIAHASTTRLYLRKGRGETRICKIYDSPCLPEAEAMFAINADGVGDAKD
#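 material = hRad51 filaments on single-stranded DNA | timing = filaments 15 min 37 °C, then compound 30 min | signal = FRET fluorescence dequenching, excitation 485 nm, emission 520 nm | benchmarks = control wells and blank wells on each plate | evaluation = percent inhibition relative to plate controls and blanks | compound = 10 µM final, single point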
# eIF4E 4G PPI: inhibitors of eIF4E and eIF4G interaction in translation initiation; TR-FRET eIF4E-eIF4GI(517-606) binding, 2 h; inhibition, % at 21.7 µM; hit rate 0.37% among 220,000;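 further: 0% = full FRET control wells and 100% = background wells lacking eIF4GI fragment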
# Starred values were filed as active, the others as inactive; / = not tested or not shown; [ ] = another dose, or the depositor's remark.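 How the source made its calls, unless noted: active means inhibition above about 30% (limit read from the data); inactive means the rest.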
# Every second line gives: Furin inhibitor | 14-3-3 Bad PPI | KLK5 inh | EBV gp42 block | Thrombin inh | p47phox inh | KCC2 mod | Rad51 HR inh | eIF4E 4G PPI
O=C(Nc1nnc(COc2ccc(F)cc2)s1)c1ccco1
 : -29 | -2 | 6 | -11 | 6 | -25 | -0.99 | / | -2
CCOC(=O)c1sc(Nc2ccc(C)cc2C)nc1C
 : -3[20 µM] | 1 | 5 | -1 | 2 | -18 | -1.2 | -7 | -2
Cc1ccc(CNC(=O)c2ccc(Cl)cc2[N+](=O)[O-])cc1
 : -7[20 µM] | -3[fluorescence artefact?] | -9 | -4 | 4 | -4 | -0.015 | 0 | -3
CCOc1ccc(Nc2nc(Cc3nnc(SCC(=O)NCc4ccco4)n3CC)cs2)cc1
 : -6 | -26 | -15 | 4 | -7 | -5 | -1.1 | 2 | 1
Cn1nc(C(=O)NCc2ccccc2)c2ccccc2c1=O
 : -17 | 4 | -14 | -3 | 1 | -1 | 0.37 | 0 | 10
COc1ccc2nc(N3CCCCC3)c(/C=C3\SC(=S)NC3=O)cc2c1
 : -14 | 0 | 1 | 11 | -6 | -27 | 45* | / | -3
CCOc1ccc(N2C(=O)CN(CC(=O)OC)C2=S)cc1
 : 1 | -4 | 1 | -10 | -10 | -7 | 0.07 | 1 | 2
COc1ccc(-c2cc(-c3ccc(Br)cc3)nc3ncnn23)cc1OC
 : -15[20 µM] | -4[fluorescence artefact?] | -83 | -7 | -4 | -9 | 0.3 | -3 | -7[fluorescence artefact?]
Cc1ccc(S(=O)(=O)/N=C(/NC(=S)Nc2cccc(C)c2)c2ccccc2)cc1
 : -10[20 µM] | 12[fluorescence artefact?] | -14 | -14 | 0 | -13 | 20* | / | -3
O=C(Nc1c2n(c(=S)n(-c3ccccc3)c1=O)CCCCC2)c1ccccc1
 : -20 | -13 | 4 | -13 | -5 | -14 | 1.2 | 8 | -3
CN1CCC(Oc2ccccc2Sc2ccc(C(F)(F)F)cc2)CC1
 : -23 | 18 | -6 | 0 | 2 | -4 | -0.4 | / | -2
NC(=O)N/N=C/C=C/c1ccc(F)cc1
 : -27 | -5 | -6 | -9 | -1 | -2 | 0.16 | 12 | 6
O=C1c2ccccc2CCC1C(O)c1ccccn1 (centres undefined)
 : -12 | -4 | 0 | 20 | -6 | -2 | / | 4 | -4
O=C(O)CC1S/C(=N/N=C/c2ccc(-c3ccccc3[N+](=O)[O-])o2)NC1=O (centres undefined)
 : -4[20 µM] | 37[fluorescence artefact?] | -62 | -17 | 3 | -16 | 0.063 | -6 | -1[fluorescence artefact?]
O=C(c1cccc(F)c1)N1CCN(c2cccc(Cl)c2)CC1
 : -30 | 3 | 0 | 5 | -5 | -9 | / | 3 | 3
CC(=O)c1c(O)c2ccccc2n(C)c1=O
 : -4 | 3 | / | 5 | -2 | -5 | 0.059 | / | 1
Cc1[nH]nc(SCC(=O)Nc2ccc(C#N)cc2)c1[N+](=O)[O-]
 : -20 | -3 | -10 | -11 | -6 | -102 | 0.24 | -4 | -1[fluorescence artefact?]
CC(=O)c1ccc(S(=O)(=O)Nc2cc3c(cc2C(C)=O)OCO3)cc1
 : -8 | 3 | -10 | -15 | -1 | -5 | 2 | -2 | 2
COC(=O)C1=C(C)N(Cc2ccccc2)C(=O)N[C@H]1c1cccs1
 : -26 | 0 | 0 | -12 | 3 | -14 | -0.68 | -6 | 1
CSc1nc(-c2ccco2)cc(C(F)(F)F)c1C#N
 : -15[20 µM] | -7[fluorescence artefact?] | 1 | -21 | 13 | 3 | 0.86 | 2 | 1
CN(C)S(=O)(=O)c1ccc(S(=O)(=O)N(Cc2ccco2)Cc2ccccc2Cl)cc1
 : -30[20 µM] | 4 | -2 | -1 | -5 | -7 | / | 4 | 1
CCOc1ccc(CN(C)C(=O)c2cccnc2SC)cc1OC
 : -32 | -8 | -1 | -22 | -10 | -6 | -0.052 | 8 | -6
Cc1cc(C(=O)COC(=O)CNC(=O)c2ccco2)c(C)n1Cc1ccco1
 : -11 | -2[fluorescence artefact?] | 22 | 4 | 20 | -7 | -0.12 | -6 | 4[fluorescence artefact?]
CC1=Nc2ccc(C)cc2/C1=C/c1c(N)n2c(S(=O)(=O)C(C)C)nsc2nc1=O
 : -15 | -2 | -3 | 8 | -7 | -37 | -1.6 | -7 | 1
O=C(Nc1ccccc1C(F)(F)F)N1CCCC1c1cccnc1 (centres undefined)
 : -19 | 2 | 1 | -8 | -2 | -14 | / | -4 | 0
O=C(N/N=C/c1ccco1)C1CC1
 : -18 | -29 | -9 | -2 | -2 | 6 | 0.012 | 0 | -4[fluorescence artefact?]
CCN(CC)CCNC(=O)CS(=O)Cc1nc(-c2ccc(Cl)cc2)oc1C (centres undefined)
 : -26 | -5 | -6 | -10 | -3 | -11 | / | 3 | -1
NC(=O)C1CCN(C(=S)c2ccc(-c3ccc(Br)cc3)o2)CC1
 : -9 | -2 | 2 | -6 | -5 | -1 | 0.29 | 2 | 0
COc1ccc(/C=C/C(=O)Nc2cc(C(F)(F)F)ccc2Cl)cc1
 : -19[20 µM] | -3 | -6 | -17 | 2 | -7 | 0.49 | -2 | -3
Cc1cc(NC(=O)CSc2nc(CC(C)(C)C)nc3c2c(=O)n(C)c(=O)n3C)no1
 : -25 | -3 | 5 | -12 | -4 | -7 | / | 1 | -2

# Individual results from the entries so far.
# Value for Cc1ccc(S(=O)(=O)/N=C(/NC(=S)Nc2cccc(C)c2)c2ccccc2)cc1 under p47phox inh: -13
# Value for Cn1nc(C(=O)NCc2ccccc2)c2ccccc2c1=O under KCC2 mod: 0.37

# Copied from the entries so far (8 entries):
# Every second line gives: Furin inhibitor | 14-3-3 Bad PPI | KLK5 inh | EBV gp42 block | Thrombin inh | p47phox inh | KCC2 mod | Rad51 HR inh | eIF4E 4G PPI
Cc1cc(C(=O)COC(=O)CNC(=O)c2ccco2)c(C)n1Cc1ccco1
 : -11 | -2[fluorescence artefact?] | 22 | 4 | 20 | -7 | -0.12 | -6 | 4[fluorescence artefact?]
CC1=Nc2ccc(C)cc2/C1=C/c1c(N)n2c(S(=O)(=O)C(C)C)nsc2nc1=O
 : -15 | -2 | -3 | 8 | -7 | -37 | -1.6 | -7 | 1
O=C(Nc1ccccc1C(F)(F)F)N1CCCC1c1cccnc1 (centres undefined)
 : -19 | 2 | 1 | -8 | -2 | -14 | / | -4 | 0
O=C(N/N=C/c1ccco1)C1CC1
 : -18 | -29 | -9 | -2 | -2 | 6 | 0.012 | 0 | -4[fluorescence artefact?]
CCN(CC)CCNC(=O)CS(=O)Cc1nc(-c2ccc(Cl)cc2)oc1C (centres undefined)
 : -26 | -5 | -6 | -10 | -3 | -11 | / | 3 | -1
NC(=O)C1CCN(C(=S)c2ccc(-c3ccc(Br)cc3)o2)CC1
 : -9 | -2 | 2 | -6 | -5 | -1 | 0.29 | 2 | 0
COc1ccc(/C=C/C(=O)Nc2cc(C(F)(F)F)ccc2Cl)cc1
 : -19[20 µM] | -3 | -6 | -17 | 2 | -7 | 0.49 | -2 | -3
Cc1cc(NC(=O)CSc2nc(CC(C)(C)C)nc3c2c(=O)n(C)c(=O)n3C)no1
 : -25 | -3 | 5 | -12 | -4 | -7 | / | 1 | -2

# (continued)
compound	Furin inhibitor	14-3-3 Bad PPI	KLK5 inh	EBV gp42 block	Thrombin inh	p47phox inh	KCC2 mod	Rad51 HR inh	eIF4E 4G PPI
CCOC(CCn1c(SCc2cccc([N+](=O)[O-])c2)nc2ccccc2c1=O)OCC	-18	3	-15	-5	-4	-13	-1.7	/	-6
CCNC(=O)NC(=O)COC(=O)CCCSc1nc2ccccc2[nH]1	-17	8	-26	-50	-3	-11	0.26	/	2
O=C1OC(/C(=C\Nc2ccccc2)[N+](=O)[O-])c2ccccc21 (centres undefined)	-26	-3	0	-15	-2	-13	/	7	-4
CC(C)NC(=O)c1onc(CSc2ccccc2F)c1C(=O)O	-25[20 µM]	49[fluorescence artefact?]	-24	-5	-10	-4	0.67	-1	4[fluorescence artefact?]
COc1ccc(-c2nc3ccccc3c(=O)n2CCOc2ccccc2C)cc1	-15	1[fluorescence artefact?]	-12	-11	-5	-5	1.2	1	8
Cc1ccc(S(=O)(=O)NC(=O)c2ccc(-c3ccc(C)c4ccccc34)o2)cc1	-27	37[fluorescence artefact?]	-26	-7	-3	-20	/	-1	7
CC(C)(C)C(=O)c1cnc(Nc2ccccc2Cl)s1	-9[20 µM]	3	13	-6	-7	3	-1.4	-13	2
COc1ccc2ccc3c(c2c1)N=C[C@]1(O3)N(C)c2ccccc2C1(C)C	-9[20 µM]	1	-26	-20	4	-19	0.038	-6	5
COc1cccc(-c2[nH]nc3c2C(c2ccsc2)C(C#N)=C(N)O3)c1 (centres undefined)	-21[20 µM]	6[fluorescence artefact?]	4	10	5	-13	/	8	-4
Cc1cc(=O)c(C(=O)O)cn1Nc1ccc(Cl)cc1	-22[20 µM]	11[fluorescence artefact?]	-10	3	-2	-2	-0.54	5	1[fluorescence artefact?]
CCc1nnc(NC(=O)CSc2nc(-c3ccccc3)cc(-c3ccc(F)cc3)c2C#N)s1	-16[20 µM]	7	-10	-80	1	2	0.78	-2	-10
CCCCC1=CC2=CC(=O)C(C)(OC(=O)CC)C(=O)C2=CN1c1ccc(OC)cc1 (centres undefined)	-6	-3	3	-6	-4	-7	1	5	3
COC1OC(CO)C(O)C(O)C1O (centres undefined)	-18	12	0	-7	-11	4	0.13	-13	-1
O=C(Oc1ccc(Cl)c2ccccc12)N1CCCCC1	2[20 µM]	11	-8	-26	0	-8	-0.0062	8	0
COC(=O)C1=C(O)/C(=C\c2ccc(CNC(=O)C(=O)Nc3ccc(C)cc3)o2)N=C1C	-9[20 µM]	40[fluorescence artefact?]	-4	-46	3	19	-1.2	13	1[fluorescence artefact?]
COc1cc(CC(=O)O)c(C(C)=O)cc1OC	-16	-2	-30	-16	-3	-18	0.027	3	7
O=C(NNC(=O)C1CCC(C(=O)NNC(=O)c2cccs2)CC1)c1cccs1 (centres undefined)	-16	-8	6	-12	-4	-5	0.016	4	2
O=C(NN1CC(=O)N(c2cc(Cl)cc(Cl)c2)CC1=O)c1cccs1	-23	-5	4	-13	7	-20	-0.11	14	-4
COCCNC(=O)c1nc2c(nnn2Cc2cc(C)ccc2C)c(=O)[nH]1	-17[20 µM]	-2	-16	-12	5	-14	-0.21	0	-5
COc1ccc(C2=NN(Cc3c(F)cccc3Cl)C(=O)CC2)cc1	-26	-15	-18	-1	3	-14	-0.46	11	1
O=[N+]([O-])c1cccc(/C=C/c2ccccn2)c1	-11	5	-1	-10	-2	-4	-0.43	1	0
Nc1nnc(SCc2cccnc2)s1	-89[20 µM]	8[fluorescence artefact?]	-6	-8	-3	-9	0.033	13	-12[fluorescence artefact?]
COc1cc(CC(=O)Nc2ccc3nc(C)sc3c2)cc(OC)c1OC	-18	8	-2	-33	0	7	1.3	-16	-4
COc1ccc2c(c1)c1ccccc1n2C	-19[20 µM]	7	3	-6	-7	-11	1.1	0	4
COCP(=O)(c1ccccc1)c1ccccc1	-1[20 µM]	0	5	-19	-1	-2	/	-5	-1
O=C(NCc1nc2ccccc2[nH]1)c1ccc(Cl)c(S(=O)(=O)N2CCCC2)c1	-24[20 µM]	-5	-40	6	2	-24	0.71	-6	10
O=c1c(-c2ccc(Br)cc2)[n+]([O-])c2ccccc2n1OCc1ccccc1	-6	13	-2	-1	-10	-9	1.8	0	-7
CCOC(=O)COc1ccc(-c2nnc(-c3ccccc3)o2)cc1	-24	1[fluorescence artefact?]	1	-8	4	-18	-3.3	-3	-1
